HT1080NT lethal: qHTS for induction of synthetic lethality in tumor cells producing 2HG: qHTS for the HT-1080-NT fibrosarcoma cell line | hit rate 1.6% among 360,000 | Potency, µM (doses to about 46.1 µM), for inactives: top-dose activity, negative = less viability, usual class: cytotoxic | HT-1080-NT fibrosarcoma viability, CellTiter-Glo ATP luminescence, 48 h;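 note: NT is the 2HG producing partner of a matched IDH1 knockdown line; 0% = DMSO-treated cells and -100% = media-only wells without cells; nearly all actives have a fitted effect of over 55% in size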
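Viability by CellTiter-Glo luminescence after 48 h compound exposure at 37C of HT-1080-NT cells (750/well, RPMI, 5% FBS). % activity scaled between DMSO wells and medium-only wells, then curve-fitted and categorized by curve class.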
KB-3-1 tox: qHTS assay for MDR1-selective chemotherapeutics: Primary screen using the parental adenocarcinoma cell KB-3-1. KB-3-1 viability, CellTiter-Glo ATP luminescence, 72 h. Potency, µM (doses to about 46.1 µM), for inactives: top-dose activity change, negative = cytotoxic, hits mostly cytotoxic. hit rate 1.4% among 400,000. AID 1347075, 2019; note: % is set by controls: 0 for no effect and ±100 for the full control effect; nearly all actives have a fitted effect of over 60% in size
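Using CellTiter-Glo luminescence, growth of non-resistant KB-3-1 adenocarcinoma cells is assessed 72 h after pin-tool compound addition at 37 °C. Normalized responses across the concentration series yield fitted curves.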
GLP-1R inv ag: qHTS of GLP-1 Receptor Inverse Agonists (Inhibition Mode); AID 624417, 2012; Potency, µM (series often up to 38.3 µM), for the others: top-dose activity change, negative = inhibition, hits mostly inhibitors; HEK293 GLP-1R CRE-luciferase, luminescence, 24 h; GLP-1R form is constitutively active; hit rate 1.6% among 410,000; Glucagon-like peptide 1 receptor (Homo sapiens), P43220; note: % is set by controls: 0 for no effect and ±100 for the full control effect; nearly all actives have a fitted effect of over 55% in size
Target sequence (P43220 whole entry, looked up): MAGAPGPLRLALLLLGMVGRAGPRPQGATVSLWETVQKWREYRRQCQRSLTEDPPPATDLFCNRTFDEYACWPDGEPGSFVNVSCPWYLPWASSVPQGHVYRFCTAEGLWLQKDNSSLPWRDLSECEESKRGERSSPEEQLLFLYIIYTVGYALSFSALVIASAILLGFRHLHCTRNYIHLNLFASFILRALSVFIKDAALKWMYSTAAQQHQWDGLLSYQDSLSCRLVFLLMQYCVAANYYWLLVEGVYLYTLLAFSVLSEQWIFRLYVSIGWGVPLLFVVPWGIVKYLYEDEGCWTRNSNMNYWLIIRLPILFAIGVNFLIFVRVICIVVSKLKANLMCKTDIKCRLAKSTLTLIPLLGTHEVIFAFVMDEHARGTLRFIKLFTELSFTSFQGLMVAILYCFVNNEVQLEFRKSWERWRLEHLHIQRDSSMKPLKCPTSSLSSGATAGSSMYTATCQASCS
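Using stably transfected HEK293 (constitutively active GLP-1R, cAMP-luciferase reporter), compounds were incubated 24 hr and luciferase measured by luminescence.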
HT1080 IDH1KD tx: qHTS for induction of synthetic lethality in tumor cells producing 2HG: qHTS for the HT-1080-IDH1KD cell line; HT-1080 IDH1 knockdown viability, ATP luminescence, 48 h; hit rate 2% among 360,000; Potency, µM (doses to about 46.1 µM), inactives show at the top dose activity, negative = toxicity, usual class: cytotoxic; AID 686971, 2013;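 note: 0% = DMSO wells and -100% = cell-free medium wells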
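Cytotoxicity counter-line: IDH1KD HT-1080, 48 h, CellTiter-Glo. Curves classed by r2, magnitude and activity.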
HEK293 tox: qHTS of GLP-1 Receptor Inverse Agonists: Cytotox Screen; hit rate 0.13% among 410,000; Potency, µM (series often up to 38.3 µM), without a hit: top-dose activity change, negative = inhibition, hits mostly inhibitors; HEK293 cAMP-luciferase reporter cells, luminescence, 24 h; AID 624418, 2012;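 note: loss of luciferase light is scored as toxicity; % is set by controls: 0 for no effect and ±100 for the full control effect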
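Quantitative HTS format, 1536 wells, 200 cells/uL seeded. Compounds: 23 nL, 24 h, 37 °C. Detection: luciferase reagent, luminescence at 12 min RT; decreased signal taken as cytotoxic.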
SW480 rereplic: A quantitative high throughput screen for small molecules that induce DNA re-replication in SW480 colon adenocarcinoma cells. AID 624297, 2012. hit rate 1.8% among 340,000. SW480 DNA re-replication, Hoechst DNA content imaging, 48 h. Potency, µM (doses to about 46.1 µM), for the others: at the highest dose re-replication activation, actives largely listed as activators; note: % of control where 0% means no effect; nearly all actives have a fitted effect of over 55% in size
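Image-based read-out: total Hoechst fluorescence of nuclei (405 nm excitation, 500-530 nm emission), with hits raising the fraction of high-intensity nuclei. SW480 colon cells incubated 48 hr with compounds at 37 C.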
KB-V1 MDR tox: qHTS assay for MDR1-selective chemotherapeutics: Primary screen using the drug-selected MDR subline cells KB-V1; Potency, µM (highest dose often 46.1 µM), for the others: at the highest dose activity change, negative = cytotoxicity, hits mostly cytotoxic; KB-V1 MDR cells viability, CellTiter-Glo, 72 h; hit rate 3.4% among 400,000; AID 1347076, 2019; note: % is set by controls: 0 for no effect and ±100 for the full control effect; nearly all actives have a fitted effect of over 60% in size
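Following 72 h at 37 degrees C with compound, KB-V1 cell viability was read by CellTiter-Glo luminescence, medium being phenol-red-free DMEM plus 10% FBS; concentration-response parameters came from normalized, curve-fitted qHTS data.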
GLP-1R agonist: qHTS of GLP-1 Receptor Agonists; hit rate 0.007% among 380,000; HEK293 GLP-1R CRE-luciferase, luminescence, 4-6 h; cells express a hypersensitive GLP-1R form; Glucagon-like peptide 1 receptor (Homo sapiens), P43220; Potency, µM (top dose mostly 45.6 µM), inactives show at the top dose activation, most hits filed as activators; note: % of control where 0% means no effect
TDP-43 yeast inh: qHTS of TDP-43 Inhibitors; TDP-43 expressing yeast growth rescue, BacTiter-Glo, 24 h; Potency, µM (doses to about 46.1 µM), for the others: at the top dose growth rescue (activation), most hits filed as activators; hit rate 1.8% among 410,000; AID 652104, 2013; note: % of control where 0% means no effect; nearly all actives have a fitted effect of over 50% in size
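Cell-based yeast growth screen: TDP-43 expression induced in galactose, inoculum OD600=0.02 after raffinose pregrowth to mid-log. Read-out BacTiter-Glo luminescence at 24 hr, 30 deg C; inhibition of toxicity seen as signal increase.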
Numbers without * were called inactive; ? = inconclusive; / = not tested or not shown; [ ] = remark or other dose. Calls come from the whole dose curve; as a rule, active = well fitted curve in the direction sought with a large enough effect; inconclusive = small, poorly fitted or top-dose-only effect, or another doubt; inactive = no such curve, though single readings can be large; an effect the other way counts as inactive or inconclusive. Potency is the fitted concentration of half-maximal effect.

Preview, 2 compounds:
SMILES	HT1080NT lethal	KB-3-1 tox	GLP-1R inv ag	HT1080 IDH1KD tx	HEK293 tox	SW480 rereplic	KB-V1 MDR tox	GLP-1R agonist	TDP-43 yeast inh
OCc1nnc2c3ccccc3c(-c3ccccc3)nn12	10%	2%	82%[activator]	14%	10%	-2%	?	3%	-22%
Cc1ccc(C(=O)Nc2cc(C(F)(F)F)ccc2N2CCCCC2)cc1[N+](=O)[O-]	9%	0%	1%	4%	0%	0%	0%	4%	-9%

The whole of this part, repeating the preview:
SMILES	HT1080NT lethal	KB-3-1 tox	GLP-1R inv ag	HT1080 IDH1KD tx	HEK293 tox	SW480 rereplic	KB-V1 MDR tox	GLP-1R agonist	TDP-43 yeast inh
OCc1nnc2c3ccccc3c(-c3ccccc3)nn12	10%	2%	82%[activator]	14%	10%	-2%	?	3%	-22%
Cc1ccc(C(=O)Nc2cc(C(F)(F)F)ccc2N2CCCCC2)cc1[N+](=O)[O-]	9%	0%	1%	4%	0%	0%	0%	4%	-9%
O=C(CN1CCSC1=O)N1CCN(S(=O)(=O)c2ccccc2)CC1	-5%	-2%	9%	-5%	-1%	18%	-12%	-5%	1%
CCOC(=O)[C@@H]1[C@H]2COc3cc(OC)ccc3[C@@H]2N2C(=O)N(c3ccc(Cl)cc3)C(=O)[C@]12C	-5%	-8%	?	-4%	3%	-85%[inhibitor]	?	3%	7%
CCCCOc1ccc(S(=O)(=O)NCc2csc(C)n2)cc1	?	18µM*	0%	-22%[9.24 µM]	8%	-5%	?	-1%	4%
O=C(NN1C(=O)C2C(c3ccccc3)C=CC(c3ccccc3)C2C1=O)c1cccc(Br)c1 (centres undefined)	?	-2%	?	?	-4%	13%	-2%	-23%	5%
Fc1ccc(-c2noc3ncnc(Nc4ccc(F)cc4F)c23)cc1	/	-18%	4%	/	11%	/	-16%	/	6%
Cc1cc(C(=O)NC(CC(C)C)C(=O)O)cc(C)c1[N+](=O)[O-] (centres undefined)	15%	5%	4%	8%	4%	-4%	13%	0%	4%
COc1cc([N+](=O)[O-])ccc1NC(=O)C[n+]1ccccc1	-5%	2%	26%	0%	-2%	3%	?	-3%	6%
CC(=O)Nc1ccc(N2CCCC(C)C2)c([N+](=O)[O-])c1 (centres undefined)	?	24%	?	2%	-29%	-19%	0%	2%	2%
COc1ccc(N2CCN(C(=O)c3ccc(S(=O)(=O)NCc4ccco4)cc3)CC2)cc1	-11%	5%	-19%	-6%	3%	-18%	11%	-3%	17%
COc1ccc(CNC(=O)c2ccc(-c3c(C)noc3C)c3ccoc23)cc1OC	1%	-1%	26%	-9%	?	/	?	13%	?
CN(C(=O)CSc1nc2ccc(NC(=O)COc3ccccc3Cl)cc2s1)c1ccccc1	/	5%	4%	/	6%	/	11%	/	3%
O=C(NCC1(c2ccccc2)CCCC1)c1ccc(Br)o1	2%	0%	?	-3%	-6%	0%	0%	4%	-7%
CCn1nc(NC(=O)c2ccco2)c2cc3cc(C)ccc3nc21	-1%	-1%	32%[activator]	0%	110%[activator]	18µM*	?	?	17%
O=C(NCCC1=CCCCC1)C1CCN(c2nnc(-n3cccc3)s2)CC1	22%	7%	?	-4%	-4%	-10%	-4%	6%	?
CCC1=NN2C(=N)/C(=C\c3cccn3-c3c(C)cccc3C)C(=O)N=C2S1	-7%	?	-22%	-1%	-8%	-6%	-6%	-6%	9%
NC(=O)CCn1nc(-c2ccc(Cl)cc2)c2ccccc2c1=O	-9%	-2%	14%	-7%	15%	-2%	1%	4%	6%
O=c1[nH]c2cc3ccccc3cc2nc1-c1nnnn1C1CCCC1	?	5.8µM*	?	16µM*	?	/	-30%	10%	16%
O=C(CC1Nc2ccccc2NC1=O)NC1CCCCC1 (centres undefined)	-2%	8%	7%	8%	5%	-7%	?	-7%	-10%
Cc1cc(C)c(NC(=O)CS(=O)CC(=O)N2CCN(c3ccc(F)cc3)CC2)c(C)c1 (centres undefined)	4%	0%	0%	-5%	-17%	2%	?	-3%	-14%
CN(C)/C=C1/Sc2ccccc2C1=O	-1%	0%	-2%	0%	-7%	-8%	18%	-8%	-21%
O=C(O)C1C2CCC(O2)C1C(=O)NCc1ccc(Cl)cc1 (centres undefined)	11%	0%	-3%	11%	1%	/	-16%	-4%	14%
COc1ccc(-c2noc(CCC(=O)Nc3cccc(C(=O)NC4CC4)c3)n2)cc1OC	-1%	-12%	12%	-1%	-1%	/	1%	12%	6%
CCCN(CCC)S(=O)(=O)c1ccc(C(=O)NNC(=O)c2cc(OC)c(OC)c(OC)c2)cc1	-7%	?	-2%	-18%	-19%	0%	?	0%	-1%
COc1ccc(/C=N/Nc2ccc(C(=O)O)cc2)cc1OC	6%	0%	?	5%	5%	-3%	-1%	-5%	20%
CC(=O)OCC1(C)CN(c2ccccc2)NC1=O (centres undefined)	?	0%	?	23µM*	-21%	-1%	-9%	4%	14%
O=C(Nc1ccccc1F)c1ccc2nc(N3C(=O)CCC3=O)sc2c1	23%	24%	42%[activator]	20%	9%	2%	-2%	10%	?
COc1ccc(N(C(=O)Nc2ccc(Cl)cc2)C2=NCCC2)cc1	-3%	7%	?	0%	3%	1%	2%	1%	-4%
CCOC(=O)C1=C(C)Nc2ccccc2N=C1NC(=O)c1cc(C)on1	0%	11%	21%	0%	-22%	2%	-5%	19%	6%
COc1ccc(N(C)S(=O)(=O)c2cccc(C(=O)N3CCN(c4cccc(C)c4C)CC3)c2)cc1	7%	16µM*	-20%	1%	-3%	28%	-29%	4%	27%
Cc1cc(C)nc(SCC(CSc2nc(C)cc(C)n2)C(=O)O)n1	14%	11%	-17%[7.66 µM]	9%	1%[7.66 µM]	-5%	?	-2%	7%[9.22 µM]
CCOC(=O)C(=O)N/N=C/c1cccc(Br)c1	-2%	10%	1%	-5%	-6%	5%	17%	-1%	18%
Cc1cccc2c1-c1sc(C(=O)NCCCN3CCN(c4ccccc4F)CC3)cc1CO2	/	-28%	3%	/	-3%	/	-30%	/	3%
Cn1c(SC/C=C/c2ccccc2)nnc1-c1cccs1	3%	8%	1%	21%	-20%	-3%	13%	-4%	18µM*
O=C(OCC(=O)N1CCN(C(=O)c2ccco2)CC1)c1ccccc1O	5%	9%	-13%	13%	-1%	2%	19%	-8%	-5%
O=c1cc(O)c(-c2ccccc2Cl)c(Cl)[nH]1	1%	4%	-8%	-1%	-2%	-1%	18%	-7%	1%
O=C(CC[C@H]1O[C@@H](n2ccc(=O)[nH]c2=O)[C@H](O)[C@@H]1O)NCCCc1ccccc1	3%	0%	28%	11%	-1%	/	8%	-4%	10%
CC1=CC(Cc2ccccc2)N(C)C(C(N)=O)C1 (centres undefined)	?	0%	15%	28%	-2%	/	6%	-1%	2%
CCOCCCNC(=O)C(NC(=O)Cc1c[nH]c2ccccc12)c1ccc(OC)cc1 (centres undefined)	0%	-5%	-11%	-4%	0%	4%	-8%	7%	-21%
CC(C)C(NC(=O)C1CCC(C(C)(C)C)CC1)C(=O)NCc1cccnc1 (centres undefined)	-5%	-1%	-20%	-1%	24%	1%	-15%	-4%	12%
CCCCOC(=O)c1ccc(Nc2ncnc3[nH]ncc23)cc1	/	1%	9%	/	19%	/	0%	20%	7%
CC(C)(C)c1ccc(C(=O)c2c[nH]c(C(=O)O)c2)cc1	-5%	5%	-20%	-1%	-29%	-101%[inhibitor]	24%	0%	-17%
Cc1[nH]c2ccccc2c1SCCN	-1%	-2%	?	-1%	-24%	-1%	-3%	1%	0%
N#C/C(=C\c1ccc(-c2cccc(Cl)c2)o1)C(=O)Nc1cccc(C(F)(F)F)c1	/	-2%	3%	/	17%	/	?	/	3%

Given as a markdown table: 2 of the compounds above
| SMILES | HT1080NT lethal | KB-3-1 tox | GLP-1R inv ag | HT1080 IDH1KD tx | HEK293 tox | SW480 rereplic | KB-V1 MDR tox | GLP-1R agonist | TDP-43 yeast inh |
| --- | --- | --- | --- | --- | --- | --- | --- | --- | --- |
| Cc1cccc2c1-c1sc(C(=O)NCCCN3CCN(c4ccccc4F)CC3)cc1CO2 | / | -28% | 3% | / | -3% | / | -30% | / | 3% |
| Cn1c(SC/C=C/c2ccccc2)nnc1-c1cccs1 | 3% | 8% | 1% | 21% | -20% | -3% | 13% | -4% | 18µM* |

(further entries)
SMILES	HT1080NT lethal	KB-3-1 tox	GLP-1R inv ag	HT1080 IDH1KD tx	HEK293 tox	SW480 rereplic	KB-V1 MDR tox	GLP-1R agonist	TDP-43 yeast inh
CCOc1ccc2nc(Nc3nc(CSc4nnnn4-c4ccccc4)cc(=O)[nH]3)nc(C)c2c1	7%	-2%	40%[activator]	7%	5%	-12%	1%	-2%	10%
CC(=O)c1cccc(NC(=O)N2CCCC2C(=O)NCc2ccccc2)c1 (centres undefined)	-6%	15%	5%	0%	75%[activator]	-5%	0%	3%	-10%
COc1ccc(C(=O)Nc2ccc3c(c2)OCCO3)cc1	-16%	-22%	13µM*	?	-40%	7.3µM*	?	-7%	-3%
COc1ccc(C(C)=O)cc1CS(=O)(=O)CC(=O)NCCc1c[nH]c2ccccc12	2%	12%	16%	-1%	2%	-46%	-9%	-6%	-10%
CCCCCc1cc(=O)oc2c(C(CCN3CCN(c4ccccc4)CC3)c3ccc4c(c3)OCO4)c(OC)cc(OC)c12 (centres undefined)	-1%	-3%	?	-1%	-4%	-1%	5%	2%	11%
Cc1cc(/C=C(/C#N)c2nc3ccccc3[nH]2)c(C)n1-c1ccccc1C(=O)O	6%	1%	?	6%	?	2%	5%	-2%	7%
c1ccc(-n2cnnc2SCc2cn3ccsc3n2)cc1	14%	7%	-1%	22%	1%	-5%	1%	-14%	20%
COC(=O)c1ccc(CNC(=O)COC(=O)/C=C/c2ccc(OC)c(OC)c2)cc1	1%	0%	-2%	6%	3%	0%	20%	12%	15%

Screening results deposited in PubChem by National Center for Advancing Translational Sciences (NCATS).
